Assay outcomes deposited in PubChem by National Center for Advancing Translational Sciences (NCATS).
TDP1 cell noCPT = qHTS for Inhibitors of human tyrosyl-DNA phosphodiesterase 1 (TDP1): qHTS in cells in absence of CPT; DT40 Tdp1-/- hTDP1 cells, no CPT, ATP luminescence, 48 h; Potency, µM (doses to about 46.2 µM), inactives show at the top dose activity change, negative = growth inhibition, hits mostly inhibitors; actives 15% (n = 420,000); also: nearly all actives have a fitted effect of over 55% in size
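Compound effects on proliferation are scored in DT40 Tdp1-/-;hTDP1 cells in the absence of CPT. ATP levels (CellTiter-Glo luminescence) are recorded after a ≥48 hr, 37 °C incubation.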
TDP1 cell CPT = DT40-hTDP1 cell growth loss with CPT; actives 12% (n = 420,000); chicken DT40 Tdp1-/-;hTDP1 cells + 20 nM CPT, ATP luminescence, 48 h; Potency, µM (doses to about 46.2 µM), without a hit: at the highest dose activity change, negative = growth inhibition, actives largely listed as inhibitors; also: nearly all actives have a fitted effect of over 55% in size
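Chicken DT40 Tdp1-/- cells stably complemented with human TDP1 were seeded at 400 cells/well in medium containing 20 nM camptothecin, exposed to pin-transferred compounds, and grown at 37 °C for at least 48 hr. Viability was read as ATP luminescence.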
GCN5L2 inh = GCN5L2 (KAT2A) acetyltransferase inhibition | GCN5L2 HAT assay, ThioGlo1 CoA-SH fluorescence | Potency, µM (top dose mostly 58.9 µM), inactives show at the highest dose activity change, negative = inhibition, most hits filed as inhibitors | actives 0.21% (n = 390,000)
Target sequence (Q92830 whole entry, looked up): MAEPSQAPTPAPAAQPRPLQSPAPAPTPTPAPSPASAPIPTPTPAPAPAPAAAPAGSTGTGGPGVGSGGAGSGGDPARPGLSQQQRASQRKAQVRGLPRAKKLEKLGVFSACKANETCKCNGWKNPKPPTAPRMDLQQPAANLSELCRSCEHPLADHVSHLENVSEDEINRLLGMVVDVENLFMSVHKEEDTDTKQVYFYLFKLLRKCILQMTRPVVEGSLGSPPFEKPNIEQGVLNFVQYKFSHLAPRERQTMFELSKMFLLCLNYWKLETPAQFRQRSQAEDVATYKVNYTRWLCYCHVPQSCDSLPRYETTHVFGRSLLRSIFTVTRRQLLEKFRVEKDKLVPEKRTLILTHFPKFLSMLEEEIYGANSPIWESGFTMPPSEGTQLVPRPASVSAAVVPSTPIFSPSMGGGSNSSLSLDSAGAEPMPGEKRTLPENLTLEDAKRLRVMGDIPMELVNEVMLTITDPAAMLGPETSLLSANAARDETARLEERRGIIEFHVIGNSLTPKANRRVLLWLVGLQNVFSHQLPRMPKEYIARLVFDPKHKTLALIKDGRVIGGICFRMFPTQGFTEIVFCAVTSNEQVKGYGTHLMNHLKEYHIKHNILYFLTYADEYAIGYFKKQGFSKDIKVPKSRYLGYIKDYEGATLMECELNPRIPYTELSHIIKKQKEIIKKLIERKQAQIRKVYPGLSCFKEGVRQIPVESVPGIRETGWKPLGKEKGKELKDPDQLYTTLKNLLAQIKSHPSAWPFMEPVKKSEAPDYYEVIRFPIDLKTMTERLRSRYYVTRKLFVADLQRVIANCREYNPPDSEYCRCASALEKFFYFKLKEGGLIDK
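GCN5L2 (20 nM) in 50mM HEPES pH 7.5, 0.1mM EDTA, 0.01% Tween-20 preincubated 15 min with compounds at room temperature. Reaction started with H3(1-25) 75uM, acetyl-CoA 70uM, ThioGlo1 50uM; CoA-thiol fluorescence (Ex340/Em540) read at 0 and 20 min.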
* = called active by the depositor; u = inconclusive; x = no result given; & = joins results of further samples; [ ] = dose if it differs, or a comment. Calls follow the shape of the dose curve; as a rule, active = well fitted curve in the direction sought with a large enough effect; inconclusive = small, poorly fitted or top-dose-only effect, or another doubt; inactive = no such curve, though single readings can be large; an effect the other way counts as inactive or inconclusive. % is scaled to controls: 0 for no effect and ±100 for the full control effect; potency is read from the fitted curve at half-maximal effect.

SMILES,TDP1 cell noCPT,TDP1 cell CPT,GCN5L2 inh
O=C(Nc1ccccc1C(F)(F)F)N1Cc2ccccc2Oc2ncccc21,-10.7%,3.5%,-5.8%
CCOC(=O)N1CCN(C(=O)C[C@@H]2C[C@@]3(C(=O)OC)CCCCC=C3N(Cc3ccccc3)C2=O)CC1,u,u,x
CC(=O)OC(Cn1ccnc1)c1ccccc1 (stereo unspecified),-13.3%,-3.3%,-7.0%
COc1ccc(NC(=O)c2cc(S(=O)(=O)N(Cc3ccccc3)c3ccccc3)ccc2Cl)cn1,u,-25.0%,-8.0%
CN1CCC(N(C)C(=O)Cc2ccccc2[N+](=O)[O-])CC1,u,-12.1%,15.5%
CNC(=O)CCCc1nc(-c2ccccc2Cl)no1,-8.3%,14.1%,-3.2%[0.501 µM]
CC(/C=C/c1cccc([N+](=O)[O-])c1)=N/NC(=O)c1cccnc1,u,u,-4.9%
CC(OC(=O)c1oc2ccccc2c1COc1ccccc1)C(N)=O (stereo unspecified),-18.9%,u,-20.4%
O=C(NCc1ccc(F)cc1)C1CCCN(C(=O)NCc2ccccc2)C1 (stereo unspecified),-16.6%,9.9%,-3.8%
CC1SC(c2ccc(F)cc2)N(CCc2ccccc2)C1=O (stereo unspecified),23.1µM*,0.5%,22.1%
CCOC(=O)C1(Cc2ccccc2)CCN(Cc2cccc3nccnc23)CC1,18.4µM*,u,0.5%
CC1(C)Cc2cccc(OCC(=O)Nc3ccc(OCC(N)=O)cc3)c2O1,-7.0%,-10.9%,-10.2%
Nc1nc(NCCc2ccccc2)nc(NCc2ccccc2)c1[N+](=O)[O-],u,u,-25.9%
CC(=O)NN1C(=O)c2ccc(Oc3cccc([N+](=O)[O-])c3)cc2C1=O,-3.5%,-17.7%,-9.4%
CN1CCN(C2CCN(c3cccc(Cl)c3)CC2)CC1CCO (stereo unspecified),u,-8.0%,-1.6%
COc1ccc(NS(=O)(=O)c2cc(N/C(=N\S(=O)(=O)c3ccccc3)c3ccc(F)cc3)ccc2Cl)cc1,u,u,-5.7%
O=C(CCl)Nc1ccc(N2CCCCCC2)cc1,8.2µM*,5.17µM*,2.0%
O=C(NC1CCN(Cc2ccccc2)CC1)c1ccccc1NS(=O)(=O)c1ccc(F)c(F)c1,u,-29.6%,x
CCOc1cc(NS(=O)(=O)c2ccc(NC(C)=O)cc2)c(OCC)cc1NC(=O)C(C)C,-22.8%,u,-0.4%
CCOC(=O)COc1coc(CN2CCN(c3ccccc3)CC2)cc1=O,33.5%[activator],-8.0%,2.5%
COc1ccccc1C(=O)Nc1ccc2c(c1)OCO2,-13.0%,-26.4%,0.0%
CCOC(=O)c1ccc(NC(=O)CSc2nc(C)nc3c2c(=O)n(C)c(=O)n3C)cc1,u,u,-4.1%
O=C(Cc1c[nH]c2ccccc12)OCC(=O)c1ccccc1,-18.1%,-24.8%,-8.6%
CCOC(=O)Cc1c(C)c2c(O)cc(O)cc2oc1=O,-18.3%,-24.2%,-14.5%

3 records drawn at random from those above:
SMILES,TDP1 cell noCPT,TDP1 cell CPT,GCN5L2 inh
CNC(=O)CCCc1nc(-c2ccccc2Cl)no1,-8.3%,14.1%,-3.2%[0.501 µM]
CCOC(=O)Cc1c(C)c2c(O)cc(O)cc2oc1=O,-18.3%,-24.2%,-14.5%
Nc1nc(NCCc2ccccc2)nc(NCc2ccccc2)c1[N+](=O)[O-],u,u,-25.9%

New compounds follow.
SMILES,TDP1 cell noCPT,TDP1 cell CPT,GCN5L2 inh
Cc1cccc(NC(=O)C(Cc2ccccc2)n2cccc2)c1C (stereo unspecified),14.6µM*,16.4µM*,-0.4%
Cc1cccc(OCC(=O)NCC2CCCO2)c1C (stereo unspecified),14.7%,-16.4%,9.8%
Cc1ccc(NC(=O)CCCn2nc(C)c3c(C)n(-c4ccccc4)nc3c2=O)c(Cl)c1,-0.6%&-10.9%,-17.4%&-8.6%,u
CCOC(=O)N1CCN(S(=O)(=O)c2ccc(OC)c3ccccc23)CC1,u,u,-2.8%
Cc1cc(C(=O)CN2C(=O)CN(C)C2=O)c(C)n1-c1cccc(S(=O)(=O)N2CCOCC2)c1,4.61µM*,-16.6%,-3.7%
COC(=O)c1ccccc1NC(=O)Nc1cccc(C)n1,12.4%,-21.4%,1.3%
COc1ccccc1Oc1c(NS(=O)(=O)c2ccc(C(C)(C)C)cc2)nc(-c2ncccn2)nc1OCCO,-22.9%,u,0.5%
CC(C)(C)OC(=O)NN1CC(=O)N2Cc3[nH]c4ccccc4c3C[C@H]2C1=O,16.9%,-1.5%,-5.4%
CCCc1sc(N/N=C/c2ccccn2)nc1-c1ccc(F)cc1,4.61µM*,4.61µM*,-5.3%
CCOC(=O)c1ccc(Nc2cc(-c3ccccc3)nc(C)n2)cc1,u,-29.3%,-1.6%
O=C(NC1CCCC1)C(c1cccnc1)N(C(=O)c1ccco1)c1ccc(F)cc1 (stereo unspecified),u,-2.1%,-0.9%
COc1cccc(Nc2nc(-c3ccc(O)cc3)cs2)c1,-28.4%,u,-1.6%
O=C(N/N=C/c1ccc(Cl)c([N+](=O)[O-])c1)c1ccc2nc[nH]c2c1,-8.0%,0.1%,-5.9%
Cc1ccc(-c2nc(CSc3nc4ccccc4c(=O)n3CCO)cs2)cc1,16.4µM*,u,-9.6%
Cc1ccccc1NC(=O)COC(=O)COc1ccc2c(c1)CCC2,-0.8%,10.8%,-3.8%
CN(C)CC/C=C1/c2ccc(F)cc2Sc2ccc(Cl)cc21,16.4µM*,u,x
O=C(C[n+]1cccc(/C=N/O)c1)N1CCCc2ccccc21,5.7%,-4.7%,-2.0%
Nc1cc(S(=O)(=O)O)cc([N+](=O)[O-])c1O,-6.0%,16.1%,-6.0%
Cc1cc(=O)oc2cc(OCC(=O)N3CC[C@@]4(O)CCCC[C@H]4C3)ccc12,-0.3%,0.8%,-6.6%
O=C(CN=C1NS(=O)(=O)c2ccccc21)OCC(=O)c1ccccc1,-4.9%,u,-3.0%
CCCNC(=O)NCc1ccc(N2CCCC2=O)cc1,-1.1%,-11.1%,-1.0%
COc1cc(CNCc2ccc(C)cc2)cc(OC)c1OC,-29.1%,u,0.4%
COc1ccc(-n2nc(C(=O)Nc3cc(C)c(Cl)cc3OC)c3c4ccccc4n(C)c3c2=O)cc1,10.8%,-1.0%,2.3%
O=C(CNc1cccc(S(=O)(=O)N2CCCC2)c1)Nc1ccc(F)c(F)c1,u,u,-4.1%

Entries of single compounds from above.
Entry for O=C(CNc1cccc(S(=O)(=O)N2CCCC2)c1)Nc1ccc(F)c(F)c1 = TDP1 cell noCPT: u; TDP1 cell CPT: u; GCN5L2 inh: -4.1%
Entry for O=C(N/N=C/c1ccc(Cl)c([N+](=O)[O-])c1)c1ccc2nc[nH]c2c1 = TDP1 cell noCPT: -8.0%; TDP1 cell CPT: 0.1%; GCN5L2 inh: -5.9%

(more compounds)
SMILES,TDP1 cell noCPT,TDP1 cell CPT,GCN5L2 inh
COc1ccc(/C=C2\SC(=O)N(CCNC(=O)Cc3coc4cc(OC)ccc34)C2=O)cc1,u,u,1.0%
COC(=O)[C@]12CCCCC=C1N(Cc1ccccc1)C(=O)[C@H](CC(=O)NCCCN1CCCC1=O)C2,-16.7%,-0.9%,x
Cn1c(=O)[nH]c(=O)c2c1nc(CN1CCN(c3ccc(F)cc3)CC1)n2CCc1ccccc1,-16.6%,-12.7%,-8.6%
CC(=O)Nc1ccc(S(=O)(=O)n2nc(C)cc2C)cc1,-0.2%,-11.5%,2.7%
COc1cccc(C(=O)N2CCc3cc(OC)c(OC)cc3C2COc2ccc3c(C)cc(=O)oc3c2)c1 (stereo unspecified),10.3µM*,u,-7.2%
CCOc1ccc(NC(=O)CN(C)C(=O)Cn2c(=O)cnc3ccccc32)cc1OCC,-27.1%,0.8%,-2.9%
CCCOc1ccc(N2CC(C(=O)Nc3cccc(Cl)c3Cl)CC2=O)cc1 (stereo unspecified),-17.2%,u,0.9%
COc1ccc(NC(=S)NCC(O)c2ccccc2)c(OC)c1 (stereo unspecified),-31.6%,1.1%,0.9%
O=C(COC(=O)c1ccc[n+]([O-])c1)Nc1cc([N+](=O)[O-])ccc1Cl,-0.3%,11.0%,-3.4%
Cc1ccc(/C=C2\SC(=S)N(CCC(=O)N3CCOCC3)C2=O)cc1,18.4µM*,16.4µM*,-6.2%
COc1ccccc1NC(=O)Cc1noc(CN(C)Cc2cccs2)n1,-19.4%,-11.3%,-17.5%
CN(C)S(=O)(=O)c1ccc(N=Cc2c(C(F)(F)F)[nH]n(C)c2=O)cc1,-3.1%,9.3%,-6.7%
O=C(NC1(C(F)(F)F)NC(=O)N(CCc2ccccc2)C1=O)c1ccc(Cl)cc1 (stereo unspecified),u,20.6µM*,-15.4%
COc1ccc(C(=O)COC(=O)CNC(=O)c2ccc(OC)cc2)cc1,-3.3%,3.8%,-5.2%
COc1ccc(CNC(=O)CN2C(=O)NC(c3ccccc3)(c3ccccc3)C2=O)cc1,-29.9%,u,-6.0%
COc1ccc(Nc2oc(-c3ccc(OC)cc3)nc2C#N)cc1,-28.3%,6.2%,-8.7%
CCOC(=O)c1c(C)[nH]c(C(=O)COC(=O)c2ccc(F)c(S(=O)(=O)N3CCOCC3)c2)c1C,-35.6%,u,-1.2%
COc1ccc(C(=O)NCCS(=O)(=O)NC2CCCC2)cc1,-10.2%,-14.9%,1.1%
CCCCNC(=O)C(CC)Sc1nc2sc(C(=O)OC)c(C)c2c(=O)n1N (stereo unspecified),u,u,-2.9%
O=C(COC(=O)c1cc(=O)[nH]c2ccccc12)Nc1ccccc1F,-3.3%,-5.4%,0.9%
O=[N+]([O-])c1ccc(NN=Cc2cccc3ccccc23)nc1,u,u,x
COC(=O)CSc1nc2ccc(NC(=O)CSc3nnnn3Cc3ccccc3)cc2s1,-29.8%,u,10.9%
COc1ccccc1OCC(=O)Nc1cccc(S(=O)(=O)NC2=NCCCCC2)c1,-27.7%,-23.9%,0.1%
Cc1ccccc1CSc1ncc(Cl)c(C(=O)Nc2nc3ccc(F)cc3s2)n1,u,u,-1.1%
COc1ccc(/C=C2\SC(=O)N=C2N)cc1OC,-8.4%,u,-1.1%
O=C(O)CCCC(=O)N1CCC(C(O)(c2ccccc2)c2ccccc2)CC1,-3.1%,-4.4%,-3.7%
C#CCOCCOCCOCCNc1nc(N2CCN(C(=O)C([C@@H](C)O)n3cc([C@@H](N)CCCCN)nn3)CC2)nc(N2CCN(C(=O)[C@H](CCCCN)n3cc([C@@H](N)CC(N)=O)nn3)CC2)n1 (stereo partly specified),2.2%,1.8%,-2.2%
CCOc1ccc(-n2c(Cc3cc(=O)[nH]c(=O)[nH]3)nnc2SCC(=O)Nc2nnc(C)s2)cc1,-2.6%,2.1%,0.3%
COC(=O)c1cccc(N(C(=O)CNC(=O)c2ccco2)C(C(=O)NC2CCCC2)c2ccco2)c1 (stereo unspecified),-0.6%,-2.0%,0.9%
CC(=O)Oc1ccc(/C=C2/SC(=S)N(Cc3ccccc3)C2=O)cc1,-16.5%,-6.6%,-20.2%
COCCCNC(=O)CN(Cc1ccc(Cl)cc1)S(C)(=O)=O,-5.5%,2.4%,2.6%
Cc1ccc(N2CC(c3nnc(NC(=O)c4ccco4)s3)CC2=O)cc1C (stereo unspecified),-19.2%,u,-1.8%
O=C1Cc2cc(S(=O)(=O)Nc3ccc(N4CCOCC4)cc3)ccc2N1,1.2%,3.0%,-0.9%
N#CCNC(=O)c1nn2c(C(F)(F)F)cc(-c3ccccc3)nc2c1Br,18.1%,-0.1%,0.1%
O=C(C/C=N\OCc1ccc([N+](=O)[O-])cc1)Nc1ccccc1,-29.4%,-8.2%,-9.6%
COc1ccccc1NC(=O)CC(NCc1ccccc1)C(=O)O (stereo unspecified),-5.8%,2.9%,-5.5%

Only part of the results is shown; the hit share may differ from the screen's.
